TRHR ag – TRH receptor (human) agonism; TRHR cells, calcium flux fluo-8, FDSS agonist mode; activation, % at 2 µM; 360,000 compounds, 0.18% hits; AID 493084; in the data active = activation above about 30%; also: 0% is about no effect
Target sequence (P34981 whole entry, looked up): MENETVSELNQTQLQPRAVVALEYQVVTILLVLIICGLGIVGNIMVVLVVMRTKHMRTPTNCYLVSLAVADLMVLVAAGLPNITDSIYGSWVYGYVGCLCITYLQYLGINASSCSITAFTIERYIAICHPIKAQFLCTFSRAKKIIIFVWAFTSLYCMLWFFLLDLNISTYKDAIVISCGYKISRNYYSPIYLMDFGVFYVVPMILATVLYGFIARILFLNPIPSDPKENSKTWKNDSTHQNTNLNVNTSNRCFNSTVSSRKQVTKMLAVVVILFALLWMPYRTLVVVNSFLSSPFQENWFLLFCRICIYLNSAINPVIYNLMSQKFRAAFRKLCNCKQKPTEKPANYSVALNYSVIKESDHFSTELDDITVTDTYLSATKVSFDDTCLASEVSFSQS
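Agonist-mode FDSS calcium read (Ex 480/Em 530, 1 s cycles) in 1536-well TRHR cells with fluo-8 dye, after 10-cycle baseline and 23 nL compound addition; TRH at EC20 (10 nM final) added afterwards for the enhancer phase.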
TrxR1 substrate – is turned over as a substrate by rat TrxR1. 390,000 compounds, 0.01% hits. Potency, µM (doses to about 114 µM), inactives show at the highest dose activity change, negative = substrate turnover. purified TrxR1 substrate turnover, NADPH consumption readout; also: potency is read from the fitted curve at half-maximal effect; % is scaled to controls: 0 for no effect and ±100 for the full control effect; nearly all actives have a fitted effect of over 50% in size
Target sequence (O89049 whole entry, looked up): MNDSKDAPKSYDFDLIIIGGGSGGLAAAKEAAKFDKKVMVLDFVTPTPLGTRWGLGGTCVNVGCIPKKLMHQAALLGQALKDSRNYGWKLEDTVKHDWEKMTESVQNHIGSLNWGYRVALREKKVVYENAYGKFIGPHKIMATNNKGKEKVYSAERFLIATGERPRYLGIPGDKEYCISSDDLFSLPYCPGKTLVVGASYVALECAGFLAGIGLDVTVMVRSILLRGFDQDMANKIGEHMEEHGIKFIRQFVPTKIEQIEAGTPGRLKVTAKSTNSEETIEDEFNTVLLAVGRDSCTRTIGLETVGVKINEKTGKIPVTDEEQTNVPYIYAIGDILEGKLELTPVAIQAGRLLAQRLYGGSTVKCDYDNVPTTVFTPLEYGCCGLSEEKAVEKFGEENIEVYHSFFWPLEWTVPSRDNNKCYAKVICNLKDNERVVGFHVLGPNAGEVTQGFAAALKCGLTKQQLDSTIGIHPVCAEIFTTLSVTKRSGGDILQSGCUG
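Rat TrxR1, dispensed at 90 nM, was prereduced with 400 uM NADPH (final) for 5 min at ~22 deg C, then incubated with compound 15 min before 400 uM selenite. A first-read NADPH fluorescence drop versus no-compound background flagged substrates.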
D2 agonist – activates the human D2 dopamine receptor; P14416; HEK293 T-REx D2 cells, calcium flux agonist mode; activation, % at 2 µM; 340,000 compounds, 0.53% hits; AID 485358;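 active = activation over 3 SD above normal in the single-dose calcium agonist read, cut at about 30% in these data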; also: 0% is about no effect
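Agonism scored from kinetic calcium signal (1 read/sec, 180 s) following compound pin transfer, after a 10 s baseline. Cells: HEK293 Trex line expressing inducible D2 receptor coupled to calcium, dye-loaded after overnight culture at 30 C.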
USP1 inh – USP1/UAF1 (human) deubiquitinase inhibition; O94782; recombinant USP1/UAF1, Ub-Rhodamine cleavage fluorescence; Potency, µM (titrated, usually from 57.1 µM), for the others: at the highest dose activity change, negative = inhibition, actives largely listed as inhibitors; 390,000 compounds, 0.23% hits; AID 743255; also: potency is read from the fitted curve at half-maximal effect; % is scaled to controls: 0 for no effect and ±100 for the full control effect; nearly all actives have a fitted effect of over 60% in size; inactives centre near -12
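High-throughput fluorogenic screen: 1nM USP1/UAF1 complex, Ub-Rho substrate 150nM final, 50mM HEPES pH 7.8 with 0.5mM EDTA, 0.1 mg/ml BSA, 1mM TCEP and 0.01% Tween-20.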
Pin1 inh – blocks the human prolyl isomerase Pin1; Q13526; Pin1 FP peptide displacement, HiFluor488, 10 min; Potency, µM (titrated, usually from 115 µM), for the others: at the highest dose activity, negative = inhibition, usual class: inhibitors; 390,000 compounds, 0.009% hits; active = well fitted inhibition curve with a large enough effect in the polarisation, with a control signal flat, not every such curve was filed as active; inconclusive = small, poorly fitted or top-dose-only effect, or effect the other way, or a change in a side signal; inactive = no such curve, though single readings can be large or run the other way; the % refers to the polarisation; also: potency is read from the fitted curve at half-maximal effect; % is scaled to controls: 0 for no effect and ±100 for the full control effect
Target sequence (Q13526 whole entry, looked up): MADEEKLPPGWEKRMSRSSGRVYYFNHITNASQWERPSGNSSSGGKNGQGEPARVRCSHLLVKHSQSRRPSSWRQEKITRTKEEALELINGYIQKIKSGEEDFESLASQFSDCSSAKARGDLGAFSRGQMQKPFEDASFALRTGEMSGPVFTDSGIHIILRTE
D2 antagonist – D2 dopamine receptor (human) antagonism. HEK293 TREx D2 cells, calcium flux, dopamine EC80. inhibition, % at 10 µM. 340,000 compounds, 2% hits. AID 485344; in the data active = inhibition above about 30%; also: 0% is about no effect
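In this primary screen, negative modulation is detected by tracking calcium flux after an EC80 dopamine challenge in inducible HEK293 T-REx D2 cells preexposed to test compound for 180 s.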
mIDH1 inhibitor – human IDH1 R132H inhibition; 390,000 compounds, 0.093% hits; IDH1-R132H enzyme, NADPH consumption, diaphorase/resazurin fluorescence; Potency, µM (doses to about 76.6 µM), for inactives: top-dose activity change, negative = inhibition, hits mostly inhibitors; O75874; AID 602179; also: potency is read from the fitted curve at half-maximal effect; % is scaled to controls: 0 for no effect and ±100 for the full control effect; nearly all actives have a fitted effect of over 65% in size
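IDH1-R132H (0.5 ug/mL) preincubated 30 min with compound, then NADPH (0.016 mM) and alpha-KG (2 mM) added; 80 min at RT, pH 7.5. Remaining NADPH coupled via diaphorase/resazurin to fluorescence (540/590 nm); concentration-response curves normalized to no-enzyme control.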
TRHR PAM – TRH receptor (human) allosteric enhancement. 360,000 compounds, 0.66% hits. enhancement, % at 2 µM. TRHR cells, fluo-8 calcium fluorescence, EC20 TRH enhancement. P34981; in the data active = enhancement above about 30%; also: 0% is about no effect
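TRHR-expressing cells loaded with fluo-8 calcium dye were read kinetically (ex 480/em 530) during compound addition, then stimulated with an EC20 of TRH (10 nM final). Enhancement of the Gq-mediated intracellular calcium response was scored.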
rTrxR1 inhibitor – rat TrxR1 inhibition; 390,000 compounds, 1% hits; O89049; recombinant rTrxR1, NADPH fluorescence consumption, selenite substrate; Potency, µM (titrated, usually from 114 µM), for the others: at the highest dose activity change, negative = inhibition, usual class: inhibitors; AID 588453; also: potency is read from the fitted curve at half-maximal effect; % is scaled to controls: 0 for no effect and ±100 for the full control effect; nearly all actives have a fitted effect of over 65% in size
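Rat TrxR1 (90 nM in the dispensed reagent) was pre-reduced with 400 uM NADPH for 5 min at room temperature, then incubated with compound for 15 min. After 400 uM selenite was added, NADPH fluorescence (Ex 340/Em 450 nm) was followed for 8 min.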
* marks the source's active call; other numbers are inactive results; ? = inconclusive; · = no result given; & = joins results of further samples; [ ] = dose if it differs, or a comment. Unless noted, calls follow the shape of the dose curve; as a rule, active = well fitted inhibition curve with a large enough effect; inconclusive = small, poorly fitted or top-dose-only effect; inactive = no such curve, though single readings can be large or run the other way. Some of the compounds tested (hit frequency here may not be typical).

SMILES	TRHR ag	TrxR1 substrate	D2 agonist	USP1 inh	Pin1 inh	D2 antagonist	mIDH1 inhibitor	TRHR PAM	rTrxR1 inhibitor
CC(=O)c1ccc(N2CCN(CC(=O)Nc3ccc4c(c3)OCCO4)CC2)cc1	0.4	-14%	-2.0	-14%	-2%	6	2%	-1	-16%
O=c1[nH]c(-c2ccccn2)nc2sc(-c3ccccc3)cc12	1.2	94%[activator][57.1 µM]	3.1	-20%	-1%	-16	-2%	1	28%[57.1 µM]
O=C(c1ccc(F)cc1)N1CCN(C(=O)c2ccc([N+](=O)[O-])cc2)CC1	1.0	-4%	·	8%	5%	·	13%	-1	-4%[57.1 µM]
Cc1ccccc1CNC(=O)C1CCN(c2nnc(N3CCCC3=O)s2)CC1	0.2	3%[57.1 µM]	-0.3	5%	-13%	-8	-6%	1	4%[57.1 µM]
O=C(CSc1nnc(-c2ccco2)n1-c1ccccc1)Nc1c(Cl)cc(Cl)cc1C(=O)O	·	15%	·	-16%	-2%	·	2%	·	0%[57.1 µM]
CCOC(=O)c1[nH]c(C)c(C(=O)Nc2ccc(C)c(C)c2)c1C	-2.0	-3%	·	-6%	-4%	1	-10%	-7	15%
CC(=O)Nc1ccc(NC(=O)c2cccc3ccccc23)cc1	0.0	10%[57.1 µM]	0.3	2%	-3%	8	-5%	1	4%[57.1 µM]
Cc1cccc(NC(=S)NC23CN4CN(CN(C4)C2)C3)c1	1.3	5%	-0.1	-16%	6%	8	-5%	-6	-7%
Cc1cccc(NCc2ccc(O)c3ncccc23)c1	-1.7	4%	-2.0	-7%	1%	2	8%	-1	0.79µM*
O=S(=O)(Nc1cccc(Cl)c1)c1ccc2[nH]c3c(c2c1)CCCCCC3	0.5	-4%[57.1 µM]	0.7	-26%	0%	·	26%	3	11%[57.1 µM]
CCc1nnc(NC(=O)CN2CCCC(C)C2)s1 (centres undefined)	0.4	3%	·	-11%	-5%	·	-7%	7	16%
COc1ccc(CNC(=O)CN2C(=O)COc3ccc(S(=O)(=O)N4CCC(C)CC4)cc32)cc1	-1.5&-0.7	3%[57.1 µM]	0.4&-0.7	-26%&-23%	-2%&-2%	-9	-5%&0%	10&0	16%[57.1 µM]
Cc1cc(C)c(S(=O)(=O)NC(C)C)c(C)c1-n1cnnn1	-0.2	7%[57.1 µM]	·	-11%	-5%	·	-3%	-11	17%[57.1 µM]
O=C(Nc1ccccc1O)c1ccc(NC(=O)C2CC2)cc1	0.1	1%	-0.4	-16%	0%	-7	10%	0	19%
Cc1cccc(NC(=O)CSc2nnc(CCNC(=O)OC(C)(C)C)o2)c1C	-0.1	-4%	-0.4	-22%	-2%	6	1%	4	2%
Cc1ccc(C(=O)N2CCN(S(=O)(=O)c3ccc(C(C)C)cc3)CC2)s1	-0.4	-2%	-0.5	-15%	5%	-10	-8%	-10	7%
COc1ccc(/C=C/C2=CC(C)(C)NC(=S)N2)c(OC)c1	-0.3	9%[57.1 µM]	-0.1	-29%	-9%	-9	1%	-7	10%[11.4 µM]
O=C(Nc1ccc(Cl)cn1)c1cccc(S(=O)(=O)N2CCCC2)c1	-1.9	8%[0.0914 µM]	-0.7	-8%	-10%	-12	23%	3	6%[57.1 µM]
C[C@H](CO)N1C[C@H](C)[C@@H](CN(C)Cc2ccc(-c3ccccc3)cc2)Oc2c(NC(=O)c3ccncc3)cccc2C1=O	·	-2%[57.1 µM]	·	-24%	12%	·	-20%	·	26%
Cc1ccc(C)c(NC(=O)CSc2nnc(-c3ccncc3)o2)c1	0.3	4%[57.1 µM]	1.0	-3%	-10%	15	-2%	0	25%[57.1 µM]
CC1CCN(C(=O)c2cc3c(=O)n(C)c4cc(Cl)ccc4c3s2)CC1	-0.7	8%	-0.5	-24%	3%	·	9%	12	?
C=CC(=O)Nc1cccc(Oc2ncnc3[nH]cc(-c4cnc5ccccc5c4)c23)c1	·	3%	·	2%	-13%	·	-16%	·	29%
CC(=O)Nc1ccc(NS(=O)(=O)c2ccc3[nH]c(=O)[nH]c3c2)cc1	0.0	4%	1.7	-3%	-1%	-1	-9%	-2	20%
CCOc1ccc(S(=O)(=O)N2CCN(c3ccccc3OC)CC2)c2cccnc12	-1.6	8%[11.4 µM]	0.4	-12%	3%	-17	7%	7	-18%[57.1 µM]
O=C(c1[nH]ncc1-c1ccccc1)C1CO1 (centres undefined)	-0.7	4%	0.6	-5%	-10%	2	8%	-2	20%[57.1 µM]

Further records follow:
SMILES	TRHR ag	TrxR1 substrate	D2 agonist	USP1 inh	Pin1 inh	D2 antagonist	mIDH1 inhibitor	TRHR PAM	rTrxR1 inhibitor
O=C(NNC(=O)C1CCCN(S(=O)(=O)c2ccc3ccccc3c2)C1)C1CC1 (centres undefined)	-1.0	-1%	0.7	-9%	0%	15	-1%	11	10%
Cc1noc(C)c1S(=O)(=O)N(C)C[C@H]1Oc2ccc(NS(=O)(=O)c3ccc(F)cc3)cc2C(=O)N([C@H](C)CO)C[C@@H]1C	·	5%	·	-26%	-3%	·	4%	·	12%
Cc1ccccc1S(=O)(=O)Nc1ncnc2sccc12	0.0	2%	-1.7	-7%	6%	7	4%	-7	33%
Cc1cccc(NC(=O)Cn2cccc2)c1	·	3%	·	3%	-3%	·	7%	·	11%
COc1ccc(OCC(=O)NC(=S)N2CCCc3ccccc32)cc1	0.2	-17%	-1.4	-12%	3%	4	7%	-6	-20%
CCn1nc(C)c(/C=N/NC(=O)Cn2nccc2C)c1C	1.2	6%[57.1 µM]	0.9	-4%	-7%	4	1%	2	2%[57.1 µM]
CCCC(=O)c1c[nH]c(C(=O)NCCc2ccccn2)c1	0.1	6%[57.1 µM]	-1.9	-14%	0%	-3	6%	2	8%[57.1 µM]
CC(C)C[C@H]1CN([C@@H](Cc2ccc(O)cc2)CN2CCC[C@@H]2CN2C(=O)C(=O)NC[C@@H]2Cc2ccccc2)C(=O)C(=O)N1CC1CCCCCC1	·	0%	·	-9%	3%	·	?	·	6%
Cc1ccc(N2CCN(C(=O)c3cn(CC4CCCCC4)nn3)C(C)C2)cc1 (centres undefined)	·	1%	·	-27%	4%	·	1%	·	20%
CC1(C)Cc2ccccc2-c2nnc(SCC(=O)N3CCN(c4ccccc4)CC3)n21	-1.5	-5%	23	-15%	-11%	4	7%	3	27%
O=C(c1cn(-c2ccccc2)nc1-c1ccccc1)n1nnc2ccccc21	0.0	8%[57.1 µM]	-0.6	2%	-8%	-13	3%	-3	-1%
O=C1NC2(CCCCC2)C(=O)N1c1cccc(Cl)c1	0.6	8%	0.6	-20%	-12%	27	9%	-5	19%
CCOc1cc(/C=C2\N=C(SCC)SC2=O)cc([N+](=O)[O-])c1OC(C)=O	0.5	-5%	3.0	-13%	?	-12	-23%	2	?
O=C(NC1CCCC1)c1ccc(CS(=O)Cc2ccccc2Cl)o1 (centres undefined)	-0.3	6%	·	-6%	-7%	·	10%	-8	50µM*
CCOCCCn1c(=S)[nH]c2cc(C(=O)N3CCC(C(N)=O)(N4CCCCC4)CC3)ccc2c1=O	-0.3	11%[57.1 µM]	0.1	-2%	-1%	-2	1%	3	-11%[57.1 µM]
COc1ccccc1NC(=S)N(CCc1nc2cc(C)c(C)cc2[nH]1)Cc1cccnc1	·	7%	·	?	5%	·	8%	·	6%
CCS(=O)(=O)Nc1ccc(C2=NN(S(C)(=O)=O)C(c3cccs3)C2)cc1 (centres undefined)	0.7	55%[activator][57.1 µM]	2.2	-7%	7%	12	6%	5	12%[57.1 µM]
Cc1n[nH]c(C)c1CCCOc1ccccc1	0.9	-5%	-0.2	-7%	-5%	3	4%	-5	7%
CCC(C)C(NC(=O)C(CC(C)C)NC(=O)C(CO)NC(=O)C1CCC(=O)N1)C(=O)OC (centres undefined)	0.0	-6%	2.4	-9%	-1%	-9	6%	12	-7%
O=C(NCCc1ccccn1)C1CCN(S(=O)(=O)c2ccc(Cl)cc2)CC1	0.5	1%[57.1 µM]	-2.4	-1%	4%	-25	-1%	10	7%[57.1 µM]
Cc1ccc(SCCCn2cnc3ccccc3c2=O)cc1	·	-5%	·	-13%	?	·	19%	·	5%
COC(=O)c1ccc(C(=O)Nc2ccc(F)cc2)cc1	0.0	0%	1.9	-27%	-4%	-1	-8%	4	7%
Cc1oc(-c2cc(F)ccc2F)nc1CN1CCN(c2cnccn2)CC1	0.9	2%	8.4	-10%	-4%	-6	15%	4	-9%
COc1cc2[nH]c(C(=O)N3CCc4ccccc43)cc2c(OC)c1OC	-1.5	-12%	-1.3	-17%	-1%	9	-1%	-8	-18%
CC1=CC(=O)C=CC1(C)C(Cl)Cl (centres undefined)	0.3	7%[57.1 µM]	-0.2	-3%	-11%	-30	-1%	-6	18%[57.1 µM]

(next part)
SMILES	TRHR ag	TrxR1 substrate	D2 agonist	USP1 inh	Pin1 inh	D2 antagonist	mIDH1 inhibitor	TRHR PAM	rTrxR1 inhibitor
C/C=C1\COC(C(=O)NCc2ccccc2)(C(F)(F)F)C=C1C=C(C)C (centres undefined)	·	0%&1%	·	-13%	-6%&2%	·	12%	·	3.2µM*
CCn1cc(CNC(=O)c2ccc(OC3CCN(Cc4ccccn4)CC3)cc2)cn1	-0.1	0%	0.2	1%	?	-2	-8%	-1	-16%
COc1ccc(CNc2ncc(-c3ccccc3)n2C)c(OC)c1OC	-1.1	8%	-0.6	-20%	-1%	-17	-2%	3	18%
O=C(CC12CC3CC(CC(C3)C1)C2)Nc1nncs1	0.1	-1%	0.2	-14%	-11%	15	-7%	-2	14%
CCC(C(=O)NCc1ccco1)n1nc(-c2ccc(OC)cc2)ccc1=O (centres undefined)	-0.7	4%	-1.2	-11%	-3%	0	5%	-1	-24%
O=C(c1cccs1)N(c1cccc(Cl)c1)C1C=CS(=O)(=O)C1 (centres undefined)	2.3	-7%	-0.3	-23%	2%	3	10%	-1	-15%
